# TIM10 inh – growth inhibitors of isogenic TIM10 control yeast, primary screen, counter-screen for tim10-1 yeast inhibitor project, luminescence, uHTS; inhibition, % at 10 µM; actives 1.4% (n = 330,000); S. cerevisiae TIM10 strain growth, BacTiter-Glo luminescence, 24 h; AID 463195, 2010;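 active = inhibition of 40% or more at the single tested concentration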;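 also: wild-type TIM10 isogenic control strain grown at permissive 25 °C; 0% = DMSO yeast wells and 100% = minimal medium wells without yeast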
# mIAP block – inhibitors of mouse IAP, primary screen, biochemical, luminescence, uHTS; intestinal alkaline phosphatase [Mus musculus]; purified mouse IAP, CDP-Star luminescence, 30 min; inhibition, % at 10 µM; actives 0.2% (n = 330,000); AID 2806, 2010;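 active = inhibition of at least 40% at 10 µM in the primary screen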;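 also: plate controls were DMSO with enzyme for no effect and no enzyme wells for full effect; values of inactives mirror those of a sister screen read the other way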
# mIAP activ – activators of mouse IAP, primary screen, biochemical, luminescence, uHTS; intestinal alkaline phosphatase [Mus musculus]; muIAP, CDP-Star luminescence, 30 min; stronger effect = higher value; 1 = vehicle-only enzyme signal, 0 = enzyme-free wells; activation factor at 10 µM; actives 0.24% (n = 330,000); AID 2805, 2010;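 active = activation factor of at least 2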; also: the source names both 10 and 20 µM as test concentration; values of inactives mirror those of a sister screen read the other way
#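 Assay system: mouse IAP enzyme / Compound: DMSO-dissolved test compounds / Timing: 30 min, room temperature / Measured by: luminescence from enzymatic CDP-Star hydrolysis / Control set: DMSO-only wells, enzyme-free buffer wells as negative control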
# APOBEC3A inh – APOBEC3A ssDNA deaminase inhibitors, primary screen, selectivity assay for APOBEC3G inhibitor project, biochemical, FAM/TAMRA oligo cleavage fluorescence | DNA dC->dU-editing enzyme APOBEC-3A (Homo sapiens), P31941 | actives 0.41% (n = 330,000) | recombinant A3A, FAM/TAMRA ssDNA deamination fluorescence | AID 493011, 2011 | inhibition, % at 20 µM;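 active = at least 40% inhibition at 20 µM here, with at most 30% in a related deaminase screen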;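 also: plate controls were A3A with DMSO for no effect and wells lacking A3A enzyme for full effect; some results filed as inactive read as strong as hits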
# Target sequence (P31941 whole entry, looked up): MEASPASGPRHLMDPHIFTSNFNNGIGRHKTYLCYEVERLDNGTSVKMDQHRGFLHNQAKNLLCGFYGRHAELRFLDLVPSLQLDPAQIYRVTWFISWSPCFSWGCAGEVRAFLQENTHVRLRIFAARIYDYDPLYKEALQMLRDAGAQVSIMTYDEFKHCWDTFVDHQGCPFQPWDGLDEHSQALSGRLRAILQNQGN
# APOBEC3G inh – APOBEC3G DNA deaminase inhibitors, primary screen, biochemical, fluorescence, single-stranded DNA substrate, uHTS | DNA dC->dU-editing enzyme APOBEC-3G (Homo sapiens), Q9HC16 | recombinant A3G, ssDNA deamination FAM/TAMRA fluorescence | actives 0.28% (n = 330,000) | AID 493012, 2011 | inhibition, % at 20 µM;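 active = inhibition of at least 40% at 20 µM, with no more than 30% in the related APOBEC3A deaminase screen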;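 also: plate controls were DMSO wells with A3G for no effect and wells lacking A3G enzyme for full effect; some compounds called inactive have numbers as strong as hits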
# Target sequence (Q9HC16 whole entry, looked up): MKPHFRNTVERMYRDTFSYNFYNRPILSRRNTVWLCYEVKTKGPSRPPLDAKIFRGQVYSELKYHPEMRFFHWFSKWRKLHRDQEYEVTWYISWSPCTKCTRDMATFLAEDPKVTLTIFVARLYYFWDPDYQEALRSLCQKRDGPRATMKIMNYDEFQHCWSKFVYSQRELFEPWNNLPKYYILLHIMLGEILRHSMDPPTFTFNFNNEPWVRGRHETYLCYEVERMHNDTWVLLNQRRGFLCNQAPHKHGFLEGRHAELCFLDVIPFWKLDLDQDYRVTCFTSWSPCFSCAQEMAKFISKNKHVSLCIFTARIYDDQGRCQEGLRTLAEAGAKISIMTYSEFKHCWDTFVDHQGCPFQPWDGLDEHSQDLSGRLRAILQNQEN
# tim10-1 inh – growth inhibitors of tim10-1 mutant yeast, primary screen, luminescence, uHTS | actives 2.2% (n = 330,000) | S. cerevisiae tim10-1 ts strain growth, BacTiter-Glo, 24 h | inhibition, % at 20 µM | AID 463190, 2010;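 active = inhibition of at least 40%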;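 also: mutant grown at 25 °C; 0% = DMSO wells with yeast and 100% = wells holding no yeast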
# hIAP block – human IAP inhibitors, primary screen, biochemical, luminescence, uHTS | Intestinal-type alkaline phosphatase (Homo sapiens), P09923 | purified IAP, CDP-Star luminescence, 30 min | actives 0.12% (n = 330,000) | inhibition, % at 10 µM;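 active = inhibition reaching a set limit with compound at 10 µM in the primary screen, cut at about 35% in these data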;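 also: plate controls were DMSO wells with enzyme for no effect and no-enzyme buffer wells for full effect; values of inactives mirror those of a sister screen read the other way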
# Target sequence (P09923 whole entry, looked up): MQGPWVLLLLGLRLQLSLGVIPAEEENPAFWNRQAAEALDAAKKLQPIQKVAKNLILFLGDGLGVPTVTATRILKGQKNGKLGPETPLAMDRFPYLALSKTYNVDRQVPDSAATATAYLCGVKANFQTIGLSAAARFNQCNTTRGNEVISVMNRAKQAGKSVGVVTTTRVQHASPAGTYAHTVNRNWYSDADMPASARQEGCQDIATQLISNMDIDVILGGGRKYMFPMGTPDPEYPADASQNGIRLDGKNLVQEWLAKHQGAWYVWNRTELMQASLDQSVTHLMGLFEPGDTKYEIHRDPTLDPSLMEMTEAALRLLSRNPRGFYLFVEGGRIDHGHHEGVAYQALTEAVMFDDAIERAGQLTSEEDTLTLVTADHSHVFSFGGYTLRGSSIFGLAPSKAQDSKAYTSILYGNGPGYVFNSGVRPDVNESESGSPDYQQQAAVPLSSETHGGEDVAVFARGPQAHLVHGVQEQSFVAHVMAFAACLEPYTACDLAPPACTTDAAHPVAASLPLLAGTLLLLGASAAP
# MIN6 prolif – inducers of MIN6 beta-cell proliferation, primary screen, ATP luminescence, uHTS | MIN6 cells proliferation, ATPlite luminescence, 48 h; cells starved in 0.2% serum; 100% = growth in 10% serum | proliferation, % at 10 µM | actives 0.29% (n = 330,000) | AID 2380, 2010;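 active = compounds whose signal lies at least 3.5 SD above the mean of all wells on their plate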;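 also: 0% = DMSO-treated cells in low-serum medium and 100% = 10% serum control; some compounds called inactive have numbers as strong as hits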
# NALP3 yeast inh – NALP3 inflammasome inhibitors in reconstituted yeast, primary screen, luminescence, uHTS | Yeast reconstituted NLRP3/ASC/caspase-1, beta-gal luminescence, 24 h | inhibition, % at 10 µM | actives 0.39% (n = 330,000) | AID 2825, 2010;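 active = inhibition of 50% or more; inactive = inhibition below 50%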;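 also: plate controls were induced DMSO wells for no effect and uninduced yeast grown without galactose for full effect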
# The depositor's hits bear a star.
SMILES,TIM10 inh,mIAP block,mIAP activ,APOBEC3A inh,APOBEC3G inh,tim10-1 inh,hIAP block,MIN6 prolif,NALP3 yeast inh
COc1ccc(NC(=O)Nc2cccc3c2O[C@H](CN(C)C(=O)Nc2ccc(OC)cc2)[C@@H](C)CN([C@H](C)CO)C3=O)cc1,0,-8,1.1,-3,-5,12,6,-2,8
Cc1ccc(NC(=O)COC(=O)[C@H](C)N2C(=O)C3CC=CCC3C2=O)cc1S(=O)(=O)N(C)C (stereo partly drawn),4,4,0.96,0,-4,9,15,-1,4
CCOC(=O)C1=C(N)c2ccccc2CC1C(C)C (stereo not drawn),-14,1,0.99,-2,-5,1,1,0,4
Cc1ccc(N=Nc2ccc(O)c(P(=O)(c3ccccc3)c3ccccc3)c2)cc1,1,22,0.78,-3,-3,-4,6,-5,17
CCN1CCN(C(=O)c2cccc(OC3CCN(S(=O)(=O)N(C)C)CC3)c2)CC1,0,11,0.89,-2,-1,7,-13,3,18
Cc1ccc(OCCSc2ncnc3sc(C)c(C)c23)cc1C,-9,4,0.96,-2,-5,-9,-3,-5,10
CC(CCc1ccccc1)NC(=O)c1cccc([N+](=O)[O-])c1 (stereo not drawn),23,-11,1.1,-5,-7,17,-3,0,27
CC(C)c1ccc(/C=N/N2CCCCC2)cc1,-1,4,0.96,-1,-5,1,-3,-3,12
Clc1ccccc1OCCCCn1ccnc1,12,-7,1.1,-6,-6,31,-25,-3,8
CCCn1c(N)c(N(CCOC)C(=O)c2ccccc2)c(=O)[nH]c1=O,9,5,0.95,-2,-6,-4,8,-3,11
Cc1ccc2c(c1)C(=O)N1[C@H]3c4cc(Cl)ccc4OC[C@@H]3[C@H](c3ccccc3)[C@]1(C)C(=O)N2,6,-1,1,-1,3,21,2,-6,-3
O=C(c1cccc(S(=O)(=O)N2CCCCC2)c1)N1CCN(Cc2ccccc2)CC1,4,-4,1,1,1,20,6,-3,16
COc1ccc(CN2CCNC(=O)C2CC(=O)N(C)Cc2ccon2)c(OC)c1 (stereo not drawn),-9,1,0.99,-3,-5,4,-9,2,20
CC(=O)Nc1ccc(OCCCNC(=O)c2c(-c3ccccc3)noc2C)cc1,18,-10,1.1,2,-7,11,9,-1,8
Cc1cc(C(=O)O/N=C(\N)c2ccc(C(C)(C)C)cc2)no1,61*,7,0.93,-2,-5,47*,2,-1,9
O=C(NC(NC(=S)Nc1ccc(Cl)c(Cl)c1)C(Cl)(Cl)Cl)c1ccco1 (stereo not drawn),11,-6,1.1,-2,-5,17,7,-6,17
O=C(CSc1nnc(-c2ccncc2)n1-c1ccc(Cl)cc1)NCc1cccs1,2,0,0.99,-5,-7,12,-7,-3,13
COc1ccc(S(=O)(=O)NC2CCCCC2)cc1-n1cnnn1,0,3,0.97,6,-2,4,-12,-2,-7
Cc1nc(C)c(C(=O)N2CCCC(C(=O)c3cc(F)ccc3F)C2)s1 (stereo not drawn),-13,0,0.99,2,-4,7,-2,-2,28
CN1C(=O)/C(=C/c2ccc(OCc3ccccc3F)cc2)NC1=S,-4,3,0.97,-2,-7,-18,-3,-1,6
COc1ccc(N/C(N)=N/c2nc(CSc3nnc(C)s3)cc(=O)[nH]2)cc1,1,12,0.88,-2,-7,-1,-28,-3,16
COc1ccc(-n2c(SCCC#N)nnc2-c2cc(Cl)ccc2OC)cc1Cl,9,0,1,-4,-2,24,15,-1,0
CC(C)Cn1c(N)c(C(=O)COC(=O)[C@@H]2CCCN2C(=O)c2cccs2)c(=O)n(C)c1=O,-2,2,0.98,3,-4,6,11,-1,11
O=C(COc1ccc(F)cc1)Nc1c(C(=O)N2CCC(N3CCCCC3)CC2)oc2ccccc12,-4,-7,1.1,2,18,-3,-17,-3,9
C=CCn1c(=O)c2c(C)c(C)sc2n2c(Nc3ccc(OC)cc3)nnc12,-6,4,0.95,1,2,24,-38,0,3
O=C(O)CC(SCC(=O)Nc1ccc(Cl)c(S(=O)(=O)N2CCOCC2)c1)C(=O)O (stereo not drawn),-11,7,0.93,2,-1,-10,-11,0,7
Cc1ccc(S(=O)(=O)N2CCCCC2C(=O)O)s1 (stereo not drawn),-8,2,0.98,-4,-6,-12,7,-2,-8
NC(=O)CC(NC(=O)c1ccc(Br)cc1)c1ccc(N2CCCCCCC2)c([N+](=O)[O-])c1 (stereo not drawn),-3,2,0.98,0,-9,5,-12,-9,21
CCOc1cc(/C=N/O)cc(Br)c1OC,17,13,0.87,2,-2,-18,14,1,-39
COc1ccc(S(=O)(=O)N2CCC(C(=O)Nc3cc(Cl)ccc3N3CCOCC3)CC2)cc1OC,-1,-8,1.1,1,-5,14,-12,-1,9
Fc1ccc(-n2cc(-c3ccccc3)c3c(=S)nc[nH]c32)cc1,24,5,0.95,-8,-8,63*,-7,-8,-16
Oc1[nH]c2ccccc2c1C=Nc1ccccc1,-17,5,0.95,0,-8,-2,2,-4,21
Cc1cc(-n2nnc3ccccc32)nc2ccccc12,38,3,0.97,-3,-12,30,-8,0,20
CCN(CC)C(=O)Cn1cc(S(=O)(=O)CC(=O)Nc2ccccc2C)c2ccccc21,1,-1,1,0,-8,-6,7,3,14
Cc1cc(OCC(=O)C(C)(C)C)c2c(-c3ccccc3)cc(=O)oc2c1,11,-10,1.1,-1,-5,11,-7,5,34
O=c1cc(CCl)nc(Cc2c(Cl)cccc2Cl)[nH]1,-9,2,0.98,1,0,-2,-15,-3,12
CC(OC(=O)CCCc1nc2ccccc2s1)C(N)=O (stereo not drawn),-21,1,0.99,1,-3,7,-19,-2,21
CC(C)c1ccc(N(CC(=O)NCCCN2CCOCC2)S(=O)(=O)c2ccccc2)cc1,10,0,1,1,1,1,3,1,17
COc1cccc(OC)c1C(=O)Nc1sc2c(c1C#N)CCC2,4,-10,1.1,3,3,6,-36,-2,22
COc1ccc(OC(=O)COc2ccc(C)cc2)cc1,-5,2,0.98,-1,-3,9,1,-4,-6
CC(=O)Nc1ccc(C(=O)NCCCOC(C)C)cc1,-1,-8,1.1,-1,-6,6,3,-3,5
Cc1sc2nc(SCc3nc(-c4cccs4)no3)n(-c3ccccc3)c(=O)c2c1C,8,9,0.91,-1,-5,5,-7,-1,14
CCOc1ccccc1NC(=O)C1CCCN(S(C)(=O)=O)C1 (stereo not drawn),9,-8,1.1,-1,-3,4,14,-2,16
CC(C)(C)Sc1ccccc1S(=O)(=O)C(C)(C)C,9,4,0.96,-1,-2,9,14,-2,20
COc1ccc(-c2nn(-c3ccccc3)cc2C(=O)NC2CC2)cc1,-6,4,0.96,2,-4,10,3,-1,12
CCCCOc1cccc(C(=O)NNC(=S)NC2CCCCC2)c1,12,-5,1,-3,-3,26,-98,-3,17
Cc1nc2scc(C)n2c(=O)c1S(=O)(=O)Nc1ccc(N2CCN(C(=O)C(C)C)CC2)cc1,8,-1,1,-1,-3,-12,3,-2,8
C=CCNC(=O)c1ccc(Sc2ccccc2)c([N+](=O)[O-])c1,-31,9,0.91,1,7,13,5,-1,-5

# Nothing new here: an excerpt of the list.
SMILES,TIM10 inh,mIAP block,mIAP activ,APOBEC3A inh,APOBEC3G inh,tim10-1 inh,hIAP block,MIN6 prolif,NALP3 yeast inh
CC(OC(=O)CCCc1nc2ccccc2s1)C(N)=O (stereo not drawn),-21,1,0.99,1,-3,7,-19,-2,21
CC(C)c1ccc(N(CC(=O)NCCCN2CCOCC2)S(=O)(=O)c2ccccc2)cc1,10,0,1,1,1,1,3,1,17

# Later entries.
SMILES,TIM10 inh,mIAP block,mIAP activ,APOBEC3A inh,APOBEC3G inh,tim10-1 inh,hIAP block,MIN6 prolif,NALP3 yeast inh
CC(C)c1ccc(C(=O)NNC(=O)C2C3CCC(C3)C2C(=O)O)cc1 (stereo not drawn),-9,4,0.96,-1,1,12,34,-5,8
O=C(NNC(=O)c1ccc(Cl)cc1Cl)c1cccs1,-2,6,0.94,-2,-8,-5,-7,-1,0
O=C(CCN1CCN(S(=O)(=O)c2ccc(Cl)cc2)CC1)Nc1ccc(F)cc1,5,0,1,-3,-2,29,-20,-3,19
COc1ccccc1C(=O)NC(=S)Nc1ccc(N2CCOCC2)c(Cl)c1,-6,12,0.88,-5,-18,-6,9,-2,20
CCCCCCC(=O)Nc1c2c(nc3ccccc13)N(C)CC2,12,-5,1.1,0,0,23,10,0,-1
CCC(C)(C)NC(=O)C(c1ccc(F)cc1)N(Cc1cccc(OC)c1)C(=O)c1cnccn1 (stereo not drawn),7,-4,1,4,-2,32,7,-1,13
CC(C)CCn1c(N2CCCC2)nc2c1c(=O)n(C)c(=O)n2C,7,-1,1,-7,-2,3,-22,-2,22
Cc1ccc2nc(SCC(=O)NC3CCCCC3)nc(=O)n2c1,4,8,0.92,-4,-5,7,-20,-3,2
O=C(/C=C/c1ccco1)Nc1nc(-c2ccc(F)c(F)c2)cs1,-3,7,0.93,2,-6,-12,15,-5,7
CC(=O)CC(=O)Nc1ncccn1,8,-9,1.1,-5,-7,21,-23,-3,6
O=C(NC(=S)Nc1ccccc1Br)C1CC1,10,6,0.94,-2,-4,30,19,-4,17
Cc1cccc(OCCSc2nc3c([nH]2)c(=N)ncn3Cc2ccccc2)c1,19,7,0.93,0,-3,16,-13,-4,3
CS(=O)(=O)N(CC(=O)Nc1ccc2c(c1)OCCO2)Cc1ccc(Cl)cc1,0,-6,1.1,-1,6,26,24,-1,13
CCC(C)Nc1cc(C)nc2ncnn12 (stereo not drawn),-5,-5,1.1,0,-6,-7,-8,3,17
O=C(N=C1c2ccccc2CN1c1ccc(F)c(F)c1)c1cccnc1,49*,11,0.89,-1,-6,33,4,-2,6
CCc1ccccc1NC(=O)c1ccc(NCCc2ccccc2)c([N+](=O)[O-])c1,-6,22,0.78,-2,-1,2,0,-2,10
COc1ccc(NC(=O)CN(C)C(=O)CNC(=O)Cc2cccc3ccccc23)cc1,7,1,0.99,-2,-4,-4,-8,-3,2
COc1ccc2c(c1)[N+](C)(C)C(C)(C)C=C2C,1,-4,1,56*,10,-14,3,2,10
C=CCn1c(SCC(=O)N2CCOCC2)nc(O)cc1=O,-2,6,0.94,10,2,13,-7,1,4
Nn1c(Cc2ccccc2F)nnc1SCC(=O)N1CC(=O)Nc2ccccc21,-1,0,1,-3,-9,-16,1,-3,21
COc1ccc(/C=C2\SC(=S)N(CCC(=O)NC3C=CS(=O)(=O)C3)C2=O)cc1 (stereo not drawn),-14,2,0.98,0,2,-2,-10,-3,24
CC(=O)Nc1ccc(C(=O)CSc2nnnn2C)cc1,6,6,0.94,-3,-7,10,9,1,-1
CCCn1c(SCc2ccccc2)nc2c1c(=O)[nH]c(=O)n2C,-25,-4,1,-3,-3,-11,17,-2,16
Cc1cccc(C)c1NC(=O)CCCSc1nnc(-c2ccc(F)cc2)n1-c1ccccc1,28,-6,1.1,-1,-10,27,-26,-2,4

# Source: PubChem (Sanford-Burnham Center for Chemical Genomics)
